High-throughput results: PubChem, Broad Institute
C diff growth = inhibitors of Clostridium difficile growth; Clostridium difficile clinical isolate growth, OD600, 24 h; active compounds read low; growth activity, negative = inhibition, % at 16 µg/mL (by protocol); AID 1259249; 0.25% of 86,000 active;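 active = mean growth activity at or below -80% and every replicate also at or below -80%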;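 note: 0% = DMSO wells and -100% = levofloxacin 16 µg/mL wells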
Pf Dd2 growth = P. falciparum Dd2 growth inhibition | SYBR Green, 72 h; active compounds read low | activity change, % at 10 µM | 2.3% of 94,000 active; in the data active = activity change below about -80%
T cruzi growth = inhibitors of T. cruzi proliferation | inhibition, % at 8.34 µM | 5.9% of 77,000 active | T. cruzi beta-gal in NIH3T3, GalScreen luminescence, 90 h;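 active = mean inhibition above about 93%, with at least 55% of replicates each passing it, limit read from the data, passing the limit was not always enough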
GASC1 inh = blocks human GASC-1 (KDM4C) demethylase activity | Q9H3R0 | GST-KDM4C 2-372, H3K9me3 peptide, LANCE TR-FRET | inhibition, % at 12.5 µM | 0.15% of 96,000 active;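 active = mean replicate inhibition above about 25%, with at least 55% of replicates also reaching it, limit read from the data, passing the limit was not always enough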
Target sequence (Q9H3R0 2-372 limits assumed): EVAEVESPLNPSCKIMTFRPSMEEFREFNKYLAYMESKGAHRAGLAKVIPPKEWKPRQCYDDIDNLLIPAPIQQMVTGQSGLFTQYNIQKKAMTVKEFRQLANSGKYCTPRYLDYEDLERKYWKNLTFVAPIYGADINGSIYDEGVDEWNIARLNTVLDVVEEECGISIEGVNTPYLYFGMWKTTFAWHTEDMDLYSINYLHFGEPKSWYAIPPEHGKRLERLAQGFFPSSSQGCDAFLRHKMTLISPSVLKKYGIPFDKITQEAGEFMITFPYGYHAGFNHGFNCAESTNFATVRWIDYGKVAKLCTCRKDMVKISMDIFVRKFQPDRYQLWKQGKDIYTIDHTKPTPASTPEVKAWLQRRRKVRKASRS
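Test system: N-terminal GST-fused human GASC-1 (KDM4C) fragment, residues 2-372; quantity: GASC-1 enzyme at 10 nM final in reaction; dosing: single dose; schedule: 30 min demethylation and 1 h detection at room temperature; signal: LANCE TR-FRET, excitation 340 nm, emissions 618 and 671 nm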
* = called active by the depositor; · = not tested or not shown; + = active, no number; & = joins results of further samples.

The opening 2 records as a preview:
SMILES | C diff growth | Pf Dd2 growth | T cruzi growth | GASC1 inh
COc1ccc(S(=O)(=O)Nc2ccc3c(c2)C(=O)N([C@H](C)CO)C[C@H](C)[C@@H](CN(C)S(=O)(=O)c2ccc(OC)cc2)O3)cc1 | -3 | -86* | · | 1.6
COc1cccc(NC(=O)N(C)C[C@@H]2Oc3ncc(/C=C/c4ccccc4)cc3C(=O)N([C@@H](C)CO)C[C@@H]2C)c1 | -2 | -79 | · | -1.5

This part in full, from the start:
SMILES | C diff growth | Pf Dd2 growth | T cruzi growth | GASC1 inh
COc1ccc(S(=O)(=O)Nc2ccc3c(c2)C(=O)N([C@H](C)CO)C[C@H](C)[C@@H](CN(C)S(=O)(=O)c2ccc(OC)cc2)O3)cc1 | -3 | -86* | · | 1.6
COc1cccc(NC(=O)N(C)C[C@@H]2Oc3ncc(/C=C/c4ccccc4)cc3C(=O)N([C@@H](C)CO)C[C@@H]2C)c1 | -2 | -79 | · | -1.5
CCCNC(=O)N1[C@@H](C#N)[C@@H](c2ccc(C3=CCCCC3)cc2)[C@@H]1CO | -1 | -9 | 83 | 1.2
CO[C@H]1CN(C)C(=O)c2cc(NS(C)(=O)=O)ccc2OC[C@H](C)N(Cc2ccccc2)C[C@H]1C | · | -19 | 9 | 1.3
COCC(=O)N1[C@H](CO)[C@H](c2ccccc2-c2ccccc2F)[C@@H]1C#N | -13 | 14 | · | -0.6
O=C(C[C@H]1C[C@@H]2c3cc(NC(=O)c4cccnc4)ccc3O[C@@H]2[C@@H](CO)O1)NCc1ccccc1F | 0 | -11 | 4 | 6.7
CC(C)C#Cc1cnc2c(c1)C(=O)N([C@@H](C)CO)C[C@H](C)[C@H](CN(C)C(=O)c1cccnc1)O2 | 2 | 22 | -10 | 0.5
CCCNC(=O)N1C[C@H](O)COC[C@@H]2O[C@@H](CC(=O)N3CCN(C)CC3)CC[C@H]21 | 1&-12 | 37 | -58 | 1.9
Cc1noc(C)c1NC(=O)N(C)C[C@H]1Oc2ccc(NC(=O)Cn3cnnn3)cc2CC(=O)N([C@H](C)CO)C[C@H]1C | -4 | 26 | -10 | -1.2
CO[C@H]1CN(C)C(=O)c2cc(NC(=O)Nc3cccc(Cl)c3)ccc2OC[C@H](C)N(C(=O)Nc2c(C)noc2C)C[C@H]1C | · | · | -21 | -2.0
COc1ccc(S(=O)(=O)Nc2ccc3c(c2)C(=O)N([C@@H](C)CO)C[C@H](C)[C@H](CN(C)C(=O)Nc2ccc(C(F)(F)F)cc2)O3)cc1 | -11 | 16 | 14 | 1.4
C[C@H](CO)N1C[C@H](C)[C@@H](CN(C)C(=O)Nc2ccccc2)Oc2ncc(-c3cccnc3)cc2C1=O | -3 | 17 | 10 | -0.7
CO[C@@H]1CN(C)C(=O)c2ccc(NC(=O)C3CC3)cc2OC[C@@H](C)N(C(=O)c2ccccn2)C[C@@H]1C | · | -18 | 40 | -1.0
Cc1cc(C(=O)Nc2cccc3c2O[C@@H](CN(C)Cc2ccc(Oc4ccccc4)cc2)[C@H](C)CN([C@H](C)CO)C3=O)n(C)n1 | 1 | -21 | 104* | 9.5
C[C@H]1CN([C@@H](C)CO)S(=O)(=O)c2ccc(Br)cc2O[C@H]1CN(C)C(=O)c1ccccc1F | -4 | 18 | 16 | 1.8
CC=Cc1ccc2n(c1=O)C[C@H]1[C@H](CO)[C@@H](C(=O)NCC(F)(F)F)N(C(=O)c3cccnc3)[C@@H]21 (mixture of isomers) | 20 | · | + | -0.6
CN(C)C(=O)c1ccc(-c2ccc(C3[C@@H]4CN(C(=O)c5ccccn5)C[C@H]3N4)cc2)cc1 (stereo partly drawn) | -1 | 28 | · | 3.0
C[C@@H]1CN([C@H](C)CO)C(=O)c2cccc(NS(=O)(=O)c3ccccc3)c2O[C@@H]1CN(C)Cc1ccc(C(=O)O)cc1 | 9 | -3 | -5 | -0.3
COc1ccc(CN(C)C[C@@H]2OCCCC[C@@H](C)Oc3ccc(NS(=O)(=O)c4cn(C)cn4)cc3C(=O)N([C@@H](C)CO)C[C@H]2C)cc1 | 4 | -32 | 10 | -1.3
CCCNC(=O)N1C[C@@H]2[C@H](c3ccccc31)[C@@H](CO)N2Cc1ccc2c(c1)OCO2 | 6 | -16 | 9 | 1.9
O=C(C[C@H]1CC[C@@H]2[C@H](COC[C@@H](O)CN2Cc2ccccc2F)O1)N[C@H]1CCN(Cc2ccccc2)C1 | · | -29 | 38 | ·
C[C@H]1CN([C@@H](C)CO)C(=O)c2cccc(NC(=O)Nc3ccc4c(c3)OCO4)c2O[C@@H]1CN(C)CC1CC1 | 0 | -38 | · | 5.5
CCC(=O)N1CC2(C1)[C@@H](c1ccc(-c3ccccc3OC)cc1)[C@@H](CO)N2C(C)=O | -6 | -4 | · | -2.4
CO[C@H](CN(C)C(=O)c1ccccc1F)[C@@H](C)CN([C@H](C)CO)S(=O)(=O)c1ccc(C)cc1 | · | 14 | 31 | 1.1
C[C@H](CO)N1C[C@H](C)[C@H](CN(C)C(=O)Nc2ccc(F)cc2)Oc2ccc(NS(C)(=O)=O)cc2CC1=O | 2 | 2 | 7 | 18

Some of the entries so far, with values under each structure:
Sequence of screens – C diff growth | Pf Dd2 growth | T cruzi growth | GASC1 inh
C[C@H](CO)N1C[C@H](C)[C@H](CN(C)C(=O)Nc2ccc(F)cc2)Oc2ccc(NS(C)(=O)=O)cc2CC1=O
 : 2 | 2 | 7 | 18
CO[C@@H]1CN(C)C(=O)c2ccc(NC(=O)C3CC3)cc2OC[C@@H](C)N(C(=O)c2ccccn2)C[C@@H]1C
 : · | -18 | 40 | -1.0
C[C@H]1CN([C@@H](C)CO)S(=O)(=O)c2ccc(Br)cc2O[C@H]1CN(C)C(=O)c1ccccc1F
 : -4 | 18 | 16 | 1.8
CC=Cc1ccc2n(c1=O)C[C@H]1[C@H](CO)[C@@H](C(=O)NCC(F)(F)F)N(C(=O)c3cccnc3)[C@@H]21 (mixture of isomers)
 : 20 | · | + | -0.6

(listing goes on)
SMILES | C diff growth | Pf Dd2 growth | T cruzi growth | GASC1 inh
O=S(=O)(Cc1ccccc1)N1CCCCN2[C@H](C1)[C@@H](c1ccc(-c3ccc(F)cc3)cc1)[C@@H]2CO | 25 | 1 | 86 | -3.1
COc1ccc(S(=O)(=O)N(C)C[C@H]2OCCCC[C@H](C)Oc3ccc(NC(=O)NC4CCCCC4)cc3C(=O)N([C@H](C)CO)C[C@@H]2C)cc1 | -1 | -64 | 104* | -0.3
COc1ccc(S(=O)(=O)Nc2ccc3c(c2)C(=O)N([C@H](C)CO)C[C@H](C)[C@@H](CN(C)C)O3)cc1 | 0 | 7 | 4 | 0.1
Cc1ccc(-c2ccccc2[C@H]2[C@@H](CO)N(S(C)(=O)=O)[C@H]2C#N)cc1 | 2 | 20 | · | -0.3
CN1c2ccc(C3=CCCCC3)cc2[C@@H]2[C@@H](CCN2C(=O)C2CCCCC2)[C@H]1CO | 4 | -75 | · | 4.3
C[C@@H]1CN([C@@H](C)CO)C(=O)c2cccc(NC(=O)c3ccc(-c4nccs4)cc3)c2O[C@@H]1CN(C)Cc1ccc(-c2ccccc2)cc1 | 66 | -78 | 50 | -4.0
CNC[C@H]1Oc2c(NC(=O)NC(C)C)cccc2C(=O)N([C@H](C)CO)C[C@@H]1C | 0 | -51 | 1 | ·
Cc1ccc(S(=O)(=O)Nc2cccc3c2O[C@@H](CN(C)CC2CC2)[C@@H](C)CN([C@H](C)CO)C3=O)cc1 | 0 | 3 | 5 | 0.2
C[C@@H]1CN([C@H](C)CO)C(=O)c2cc(C#CCN(C)C)cnc2O[C@@H]1CN(C)C(=O)Cc1ccncc1 | -1 | 35 | 27 | 5.8
C[C@@H]1CN([C@H](C)CO)C(=O)c2cccc(NC(=O)Nc3ccc(C(F)(F)F)cc3)c2O[C@H]1CN(C)C(=O)Nc1ccccc1 | 22 | -9 | 58 | -1.1
C[C@@H]1CN([C@@H](C)CO)C(=O)Cc2cc(NC(=O)Cn3cnnn3)ccc2O[C@H]1CN(C)Cc1ccc(Cl)c(Cl)c1 | 4 | 5 | 4 | 0.1
C[C@@H]1CN([C@H](C)CO)S(=O)(=O)c2ccc(-c3ccc(C(=O)N(C)C)cc3)cc2O[C@@H]1CN(C)C(=O)Nc1ccccc1F | -4 | 1 | · | -0.7
CCN1[C@@H]2Cn3c(ccc(-c4cccnc4)c3=O)[C@H]1[C@@H](C(=O)NCc1ccccc1)[C@@H]2CO | -3 | -9 | 18 | -0.8
C[C@@H]1CCCCO[C@@H](CN(C)C(=O)NC2CCCCC2)[C@@H](C)CN([C@H](C)CO)C(=O)c2cc(NC(=O)CCCCCC(=O)Nc3ccccc3N)ccc2O1 | 3 | -18 | 51 | 0.1
O=C(C[C@@H]1CC[C@H]2[C@@H](COC[C@H](O)CN2CC2CC2)O1)NCC1CC1 | -2 | 5 | 27 | 0.4
C[C@@H]1CN([C@H](C)CO)S(=O)(=O)c2ccc(C3=CCCC3)cc2O[C@H]1CN(C)C | 9 | 1 | -36 | 1.3
C[C@@H]1CN([C@H](C)CO)C(=O)Cc2cc(NC(=O)C3CC3)ccc2O[C@@H]1CN(C)S(C)(=O)=O | 0 | 4 | 9 | -3.6
C[C@H](CO)N1C[C@H](C)[C@@H](CN(C)C)Oc2ccc(NC(=O)Nc3cccc4ccccc34)cc2CC1=O | 1 | 3 | · | 1.6
C/C=C/c1ccc2c(c1)O[C@@H](CN(C)S(=O)(=O)c1ccc(F)cc1)[C@@H](C)CN([C@@H](C)CO)S2(=O)=O | 6 | 11 | · | -0.6
CC(C)(C)[S@@](=O)N1Cc2cc(C(=O)NCc3ccncc3)nc(-c3cccc(-c4ccc(C#N)cc4)c3)c2[C@H]1CCO | · | -51 | -4 | -3.2
CCCNC(=O)N1[C@H](C#N)[C@@H](c2ccccc2-c2cccc(C)c2)[C@@H]1CO | 2 | -39 | · | -1.1
COc1ccccc1-c1ccccc1[C@@H]1[C@@H](CO)N(C(=O)C2CCC2)[C@H]1C#N | -7 | -32 | · | 9.8
C[C@@H]1CN([C@@H](C)CO)C(=O)c2cccc(NC(=O)C3CCCCC3)c2O[C@H]1CN(C)C(=O)Nc1ccc(C(F)(F)F)cc1 | -8 | -19 | 13 | 4.2
COc1ccc(S(=O)(=O)N(C)C[C@H]2Oc3ccc(NC(=O)NC4CCCCC4)cc3C(=O)N([C@@H](C)CO)C[C@H]2C)cc1 | -8 | 8 | 64 | 13
CN1C(=O)c2cc(NC(=O)c3cccc(F)c3)ccc2OC[C@H]2O[C@@H](CC(=O)NCc3ccccc3)CC[C@H]21 | 4 | -5 | 67 | -2.3

The last 3 records of the section above are carried over, then new ones follow:
SMILES | C diff growth | Pf Dd2 growth | T cruzi growth | GASC1 inh
C[C@@H]1CN([C@@H](C)CO)C(=O)c2cccc(NC(=O)C3CCCCC3)c2O[C@H]1CN(C)C(=O)Nc1ccc(C(F)(F)F)cc1 | -8 | -19 | 13 | 4.2
COc1ccc(S(=O)(=O)N(C)C[C@H]2Oc3ccc(NC(=O)NC4CCCCC4)cc3C(=O)N([C@@H](C)CO)C[C@H]2C)cc1 | -8 | 8 | 64 | 13
CN1C(=O)c2cc(NC(=O)c3cccc(F)c3)ccc2OC[C@H]2O[C@@H](CC(=O)NCc3ccccc3)CC[C@H]21 | 4 | -5 | 67 | -2.3
Cc1ccc(-c2ccccc2[C@H]2[C@@H](C#N)N(c3ncc(-c4ccccc4)s3)[C@@H]2CO)cc1 | -4 | -65 | · | 1.8
COc1ccccc1C(=O)N1C[C@@H]2[C@H](c3ccccc31)[C@@H](CO)N2C(=O)C1CC1 | 0 | 5 | 3 | 2.9
COc1ccc(NC(=O)N(C)C[C@H]2Oc3ccc(NS(=O)(=O)c4ccc(C)cc4)cc3C(=O)N([C@H](C)CO)C[C@@H]2C)cc1 | · | -4 | 6 | 0.5
CN1[C@H](C(=O)NC2Cc3ccccc3C2)[C@@H](CO)[C@@H]2Cn3c(ccc(-c4ccccc4)c3=O)[C@@H]21 | -2 | -15 | 41 | 7.5
C[C@@H]1CN([C@@H](C)CO)C(=O)c2cc(NC(=O)CCCCCC(=O)Nc3ccccc3N)ccc2O[C@@H]1CN(C)C(=O)Nc1ccccc1 | 8 | 16 | -11 | -3.1
Cc1ccc(-c2cnc3c(c2)C(=O)N([C@@H](C)CO)C[C@H](C)[C@@H](CN(C)C)O3)cc1 | 2 | 18 | -44 | 1.5
C[C@@H]1CCCCO[C@H](CN(C)C(=O)Nc2ccc3c(c2)OCO3)[C@@H](C)CN([C@@H](C)CO)C(=O)c2cc(NC(=O)c3ccccc3)ccc2O1 | 3 | -50 | 65 | -0.1
CNC[C@@H]1Oc2ccc(NS(=O)(=O)c3ccc(Cl)cc3)cc2C(=O)N([C@H](C)CO)C[C@@H]1C | 3 | 9 | -13 | -0.1
O=C(C[C@H]1C[C@@H]2c3cc(NC(=O)CC4CC4)ccc3O[C@@H]2[C@H](CO)O1)NCc1ccncc1 | 0 | 19 | -5 | -0.5
CCCN1[C@H](C(=O)N2CCCCC2)[C@@H](CO)[C@@H]2Cn3c(cccc3=O)[C@@H]21 | 0 | -4 | 21 | 2.9
CO[C@@H]1CN(C)C(=O)c2ccc(NC(=O)c3ccccc3F)cc2OC[C@@H](C)N(C(C)=O)C[C@@H]1C | · | -16 | -23 | 0.6
C[C@@H]1CN([C@H](C)CO)C(=O)c2cc(NS(=O)(=O)c3cccs3)ccc2O[C@H]1CN(C)CC1CC1 | 0 | -10 | 10 | -0.8
C[C@@H]1CN([C@H](C)CO)C(=O)c2cc(NC(=O)Nc3ccccc3)ccc2O[C@@H](C)CCCCO[C@@H]1CN(C)C(=O)c1ccccc1 | -4 | -58 | -37 | 1.5
